Screening data: PubChem BioAssay, several laboratories
V1R ag counter: activates human V1a receptor in oxytocin agonist counter-screen | activation, % at 3 µM | CHO-V1R cells, Fluo-8 calcium fluorescence, agonist mode; 0% DMSO, 100% 3 nM vasopressin | 0.25% of 320,000 active;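 active means activation above the mean activation of all tested compounds plus 3 SD, per screening run, cut at about 20% in these data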;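 further: signal is peak over basal fluorescence ratio across a 100 second FLIPR read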
Target sequence (P37288 whole entry, looked up): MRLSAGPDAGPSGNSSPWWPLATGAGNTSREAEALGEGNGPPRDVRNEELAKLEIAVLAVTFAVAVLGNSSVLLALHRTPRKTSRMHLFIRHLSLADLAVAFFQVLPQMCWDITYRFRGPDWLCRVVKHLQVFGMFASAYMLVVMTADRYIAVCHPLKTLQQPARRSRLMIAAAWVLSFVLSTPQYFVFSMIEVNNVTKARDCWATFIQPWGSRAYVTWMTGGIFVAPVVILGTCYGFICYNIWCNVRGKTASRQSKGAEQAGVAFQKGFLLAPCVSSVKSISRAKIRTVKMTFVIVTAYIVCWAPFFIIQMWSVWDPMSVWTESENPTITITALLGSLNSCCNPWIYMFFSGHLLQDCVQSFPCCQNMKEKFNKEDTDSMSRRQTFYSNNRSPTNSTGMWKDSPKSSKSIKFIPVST
GalR3 antag: antagonists of human GalR3; O60755; HEK293 GalR3-CNG cAMP membrane potential fluorescence; galR3 body fused to GalR1 C-terminus; inhibition, % at 3 µM; 0.44% of 360,000 active; AID 651719;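 active means inhibition above the screen-wide average plus 3 SD, cut at about 13% in these data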;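 further: forskolin and galanin both at EC90 stimulate the cells; cAMP rise reported by CNG channel membrane potential dye signal; 0% = forskolin plus galanin with DMSO and 100% = forskolin alone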
Target sequence (O60755 1-299 limits assumed): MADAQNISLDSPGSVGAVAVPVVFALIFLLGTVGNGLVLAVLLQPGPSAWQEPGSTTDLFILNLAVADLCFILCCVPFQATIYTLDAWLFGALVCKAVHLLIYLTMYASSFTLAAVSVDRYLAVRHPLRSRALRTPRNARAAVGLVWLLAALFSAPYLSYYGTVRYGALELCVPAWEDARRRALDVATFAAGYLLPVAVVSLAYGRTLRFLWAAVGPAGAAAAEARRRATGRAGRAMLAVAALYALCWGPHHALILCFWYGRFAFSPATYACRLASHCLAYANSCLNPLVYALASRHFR
M18AAP inhibitor: PfM18AAP enzyme inhibition; recombinant PfM18AAP, H-Glu-NHMec fluorogenic cleavage; inhibition, % at 7.35 µM; 1.2% of 290,000 active; AID 1822;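 active means inhibition above the campaign mean inhibition over all tested compounds plus 3 SD, cut at about 28% in these data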;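 further: 0% = plate median of test compound wells and 100% = 2 mM ZnCl2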
GPR7 antag: blocks human GPR7 receptor signaling; P48145; GPR7-expressing cells, fluorescence antagonist assay; inhibition, % at 4.4 µM; 1.1% of 290,000 active; AID 1861; in the data active means inhibition above about 16%, passing the limit was not always enough;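 further: cells stimulated with the agonist NPW; 0% = agonist with vehicle and 100% = vehicle without agonist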
OXTR agonist: human OXTR agonism; 0.32% of 320,000 active; CHO-OTR cells, Fluo-8 calcium fluorescence; normalized: DMSO 0%, oxytocin 100%; activation, % at 3 µM; P30559; AID 2435;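 active means activation above the mean of all tested compounds plus 3 SD, cutoff set per screening run, cut at about 20% in these data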;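 further: peak over basal fluorescence ratio from a 100 s FLIPR kinetic read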
Target sequence (P30559 whole entry, looked up): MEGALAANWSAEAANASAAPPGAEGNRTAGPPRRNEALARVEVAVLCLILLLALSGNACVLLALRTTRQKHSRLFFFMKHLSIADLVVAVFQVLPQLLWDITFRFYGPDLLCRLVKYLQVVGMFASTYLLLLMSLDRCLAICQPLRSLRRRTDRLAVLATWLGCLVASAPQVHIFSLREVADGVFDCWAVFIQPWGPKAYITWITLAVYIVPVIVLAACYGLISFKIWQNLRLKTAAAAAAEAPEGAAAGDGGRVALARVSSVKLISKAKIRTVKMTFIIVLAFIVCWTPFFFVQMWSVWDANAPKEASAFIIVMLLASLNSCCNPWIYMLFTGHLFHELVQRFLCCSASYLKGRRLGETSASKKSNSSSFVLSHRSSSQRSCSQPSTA
MEKK2 WT-MEK5: raises or lowers MEK5 binding to wildtype human MEKK2 PB1 domain; binding response (% of control), % at 10 µM; AID 1531; bead flow cytometry, Alexa488-MEK5 binding to MEKK2 WT; actives lie on both sides; Q9Y2U5; 1.1% of 290,000 active; in the data active means binding response below about 67% or above about 130%
MEKK2mut PB1 HTS: signal of MEK5 binding to mutant human MEKK2 PB1 domain. AID 1530. percent response, % at 10 µM. 0.35% of 290,000 active. bead flow cytometry, Alexa488-MEK5 binding to MEKK2 mutant; in the data active means percent response above about 24%, passing the limit was not always enough; further: inactives centre near 1; some results filed as inactive read as strong as hits
NALP1 inh: NALP1 inhibition; inhibition, % at 10 µM; S. cerevisiae NALP1/ASC/caspase-1 growth, X-gal OD620, 72 h; 0.61% of 280,000 active; in the data active means inhibition mostly above about 24%, no sharp cut-off; inactive means mostly below about 32%; further: some compounds called inactive have numbers as strong as hits
OXTR potentiate: potentiates the human oxytocin receptor response; P30559; CHO-OTR cells, Fluo-8 calcium fluorescence, potentiator mode; 0% = oxytocin EC15, 100% = EC100; activation, % at 3 µM; 0.061% of 320,000 active;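 active means activation above that plate's cutoff, the mean activation of tested compounds plus 3 SD, cut at about 6.6% in these data, passing the limit was not always enough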;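 further: 100% uses oxytocin at 75 nM as the full agonist control; some results filed as inactive read as strong as hits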
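Replication – single well per compound, singlicate · Assay system – CHO cell line stably expressing human OTR · Timing – 6 min pre-incubation, 100 s read · Measure – normalized max/min fluorescence ratio, % activation · Doses – 3.0 µM, one dose · Detection – Fluo-8 calcium dye fluorescence · Probe or stimulus – oxytocin near EC15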
The depositor's hits bear a star; . = not tested or not shown. Compounds as they come (roughly 4.1% active in at least one column).

Start of the data: the first two entries, ahead of the listing:
SMILES	V1R ag counter	GalR3 antag	M18AAP inhibitor	GPR7 antag	OXTR agonist	MEKK2 WT-MEK5	MEKK2mut PB1 HTS	NALP1 inh	OXTR potentiate
Cc1ccc(C(=O)C(OC(=O)CCC(=O)Nc2cccc(C)c2)c2ccccc2)cc1 (stereo not drawn)	0.3	-2	-5	-11	-0.2	89	-3	-4	-2
CCOC(=O)N1CCN(C(=O)CN(C)S(=O)(=O)c2ccc(OC)c(OC)c2)CC1	-0.3	-1	1	-6	-0.2	89	-10	16	-5

The list itself, from the start:
SMILES	V1R ag counter	GalR3 antag	M18AAP inhibitor	GPR7 antag	OXTR agonist	MEKK2 WT-MEK5	MEKK2mut PB1 HTS	NALP1 inh	OXTR potentiate
Cc1ccc(C(=O)C(OC(=O)CCC(=O)Nc2cccc(C)c2)c2ccccc2)cc1 (stereo not drawn)	0.3	-2	-5	-11	-0.2	89	-3	-4	-2
CCOC(=O)N1CCN(C(=O)CN(C)S(=O)(=O)c2ccc(OC)c(OC)c2)CC1	-0.3	-1	1	-6	-0.2	89	-10	16	-5
O=S(=O)(c1cccs1)N1CCN(c2ccccn2)CC1	0.4	-5	-1	1	1.6	98	1	5	-3
COc1cccc(CC(=O)Nc2nc(-c3cc(OC)ccc3OC)cs2)c1	-0.8	-5	5	-13	-2.1	110	4	0	-7
S=C(Nc1ccccc1Cl)N(CCCN1CCOCC1)Cc1ccccn1	1.0	-5	2	-7	1.7	103	2	15	-3
COc1ccc(NC(=O)CN(C)C(=O)c2cc3c(s2)CCC(C)C3)cc1 (stereo not drawn)	-1.7	-2	-2	-15	-1.2	102	6	3	-8
O=S(=O)(NCCc1ccccc1F)c1cccc(S(=O)(=O)N2CCOCC2)c1	5.7	-5	-6	5	7.1	95	-6	29	-8
COc1cccc(S(=O)(=O)NCc2ccc(C(=O)N3CCN(c4ccccc4)CC3)cc2)c1	7.1	-2	-1	-17	2.0	102	6	1	-8
Nc1cc(N)nc(SCC(=O)NNC(=O)Cc2ccccc2)n1	0.3	0	4	-4	0.7	94	-2	-10	2
COc1cccc(CC(=O)OCC(=O)Nc2nnc(-c3ccccc3)o2)c1	0.3	-2	.	.	-0.7	.	.	.	-7
CNc1c(N)n(Cc2ccccc2)c(=O)[nH]c1=O	0.7	0	12	16	0.3	71	-15	30	-4
O=C(O)c1ccc(COc2ccccc2/C=C2/NC(=O)N(c3cccc(Cl)c3)C2=O)cc1	3.5	-3	-10	-10	4.2	100	-1	13	-12
OCCC#Cc1ccc(CN2CCN(Cc3ccccc3)C(CCO)C2)cc1 (stereo not drawn)	0.2	4	-9	-1	0.1	107	1	8	-9
O=C(NC1CCCc2ccccc21)c1ccc(Cl)nc1 (stereo not drawn)	-0.4	0	-13	5	-1.6	101	0	6	-9
CCOc1ccc(/C=N/NC(=O)Nc2ccccc2)cc1	-0.2	-9	-2	-15	-2.3	100	-5	16	0
C=CCSc1nnc2nc3[nH]c4c(C)cccc4c3nn12	-0.2	-1	2	-3	1.2	104	14	-3	-20
NC(=O)c1nsc(C(=O)N(CC(=O)NC2CCCC2)c2cnc3ccccc3c2)c1N	0.2	.	1	-6	-1.8	101	0	.	4
CCC(C)NC(=O)C(=O)NCC1CCCN1CC (stereo not drawn)	0.3	-2	-2	-6	-0.2	90	-9	-10	-19
O=C1CC(N2CCN(Cc3ccc4c(c3)OCO4)CC2)C(=O)N1c1cccc2ccccc12 (stereo not drawn)	0.3	0	-14	-1	-0.6	102	-2	3	-17
O=C(CCNS(=O)(=O)c1ccccc1C(F)(F)F)NNC(=O)C1COc2ccccc2O1 (stereo not drawn)	0.3	-2	.	.	0.0	.	.	.	-10
COc1ccc(-n2cnc3cc([N+](=O)[O-])ccc32)cc1	.	-1	8	17	.	93	-10	-2	.
O=C(NCCSc1ccc(Br)cc1)c1ccc2nc[nH]c2c1	2.8	-2	-8	3	1.3	101	2	-16	-11
COc1cc(OC)cc(C(=O)N/N=C/c2ccc(OC)c(COc3ccc4ccccc4c3)c2)c1	-0.1	7	-3	14	0.0	.	.	0	-9
O=C1NCCCC1C(=O)N/N=C/c1cc([N+](=O)[O-])ccc1O (stereo not drawn)	0.4	-3	7	-11	0.9	107	11	-21	-4
Cc1ccccc1C(=O)Nc1ccnn1C1CCN(C(=O)C2CCOC2)CC1 (stereo not drawn)	-0.1	5	-2	-10	0.0	111	9	4	3
O=S(=O)(Nc1ccc2cn[nH]c2c1)c1ccccc1	0.5	-3	-12	-17	0.3	100	-2	1	-22
CCOCCCNC(=O)CN1C(=O)c2cccc3cccc1c23	1.2	-3	-3	-6	0.1	106	4	17	4
Cc1ccc(S(=O)(=O)N2CCN(C(=S)NCc3ccc4c(c3)OCO4)CC2)cc1	3.2	1	5	-1	5.8	.	.	-13	-12
CCN(Cc1ccccc1)C(=S)Nc1cc(C(=O)OC)ccc1C(=O)OC	1.3	-3	0	-9	-2.1	97	0	14	-3
O=C(CCC1CCCC1)N1CCN(C(=O)C2CC2)CC1	-0.4	3	-14	-8	-0.7	99	1	-45	-19
CC(OC(=O)CCN=C1NS(=O)(=O)c2ccccc21)C(=O)Nc1ccccc1F (stereo not drawn)	-0.2	-2	.	.	0.8	.	.	.	-4
Cn1cccc1/C=N\NC(=O)C1COc2ccccc2O1 (stereo not drawn)	1.1	0	0	-7	0.0	102	3	14	-1
Cc1ccc(C(C(=O)NC2CCCCC2)N2CCCC2)cc1 (stereo not drawn)	1.4	-2	-4	12	-0.1	101	3	24	-3
COCCNC(=O)C(=O)c1cc(C)n(-c2ccc([N+](=O)[O-])cc2)c1C	-0.5	-7	0	-11	0.2	82	-7	34	-6
CN(Cc1ccccc1)C(=O)COc1cc(=O)n(C)c2ccccc12	0.3	-6	-12	5	-0.9	100	0	-12	-4
COc1c(C)cc(S(=O)(=O)NC2CC(C)(C)NC(C)(C)C2)c(C)c1C	0.9	-1	8	-8	1.3	99	2	-13	-5
COc1ccc(-c2cc(C(F)(F)F)n3ncc(C(=O)O)c3n2)cc1OC	1.4	-2	1	-1	0.3	114	16	3	-5
COCc1cc(C)n(CC(=O)N2CCCC2)c(=O)c1C#N	-0.2	-3	4	-14	-0.5	107	10	14	-7
COc1ccc(Cl)cc1C(=O)Nc1ccc(S(=O)(=O)N2CCCC2)cc1	0.6	-4	-11	-2	0.9	.	.	37	1
O=C(CNC(=O)/C=C/c1ccccc1)N=Nc1c(O)n(Cc2ccccc2)c2ccccc12	-0.1	-3	-1	-6	-0.6	102	3	16	-13
CCSc1cc(N2CCCC2)nc(-c2ccc(F)cc2)n1	0.9	3	-5	7	-0.8	104	6	18	-15
COC(=O)c1c(-c2ccccc2)c(-c2ccccc2)nn(C)c1=O	-0.3	-11	6	-13	-1.2	103	10	6	-3
CC(=O)c1ccc(S(=O)(=O)NC2CC(=O)N(c3ccc(C)c(C)c3)C2)cc1 (stereo not drawn)	4.8	-1	.	.	3.4	.	.	.	-14
O=C1CSC(=S)N1c1cccc(O)c1	.	-10	-8	5	.	103	-5	96*	.
CCc1nc2ccc(C(=O)NCCCN3CCN(c4ccccc4F)CC3)cc2nc1CC	2.1	-11	2	-14	-0.6	137*	19	-3	-10
O=C(COc1cccc(NC(=O)c2cccs2)c1)c1ccc(F)cc1	1.9	-2	0	-2	2.7	105	1	27	-8
CCOCCOC(=O)COC(=O)c1ccccc1NC(=O)c1ccccc1	-1.4	-2	1	-7	-2.4	99	1	22	1
Cc1ccc(S(=O)(=O)NNC(=S)Nc2cccc(C)c2C)cc1	0.7	-8	21	-16	0.3	97	-6	2	-4
COc1cccc(/C=N/NC(=O)c2ccccc2NC(=O)c2ccco2)c1OC	0.0	-3	-7	-9	-1.4	108	3	9	-2
CCOc1ccccc1-c1nc(-c2cc3ccccc3nc2OC)no1	0.4	3	1	-6	-0.9	101	4	8	-8
C=CCOC(=O)C1=C[C@H](c2cn(C(C)=O)c3ccccc23)[C@@H](CCCO)[C@H](OCC)O1	3.9	-5	-6	-1	2.5	99	5	11	-9
COc1cc(CN(C)C(C)C(=O)Nc2ccc([N+](=O)[O-])cc2Cl)ccc1OC(F)F (stereo not drawn)	0.5	5	1	-11	-0.5	99	3	15	-4
Cn1c(SCCCC(=O)c2ccccc2)nnc1-c1ccncc1	0.9	-1	6	-5	2.5	102	4	11	-4
CCCCNC(=O)Oc1cccc(N2CCCC2=O)c1	-0.4	-3	0	6	0.6	94	-1	29	-7
Cc1c(C(=O)NNS(=O)(=O)c2ccccc2)sc(=S)n1C	0.0	-2	12	-11	0.3	113	0	-22	-8
Cc1ccc(Cl)cc1NC(=O)CN1CCN(S(=O)(=O)N2CCC(C)CC2)CC1	3.7	-3	-6	-5	1.4	102	5	-4	-8
CCCN(CCC)C(=O)Cn1c(=O)n(CCCCCC(=O)Nc2ccccc2)c(=O)c2sccc21	-0.3	-4	-3	-9	-0.8	102	18	18	-5
CC(C)N1CC(C(=O)Nc2ccc(C#N)cc2)CC1=O (stereo not drawn)	-0.2	-7	-21	0	1.8	104	1	13	-6
O=C(CCS(=O)(=O)c1ccccc1)NCCS(=O)(=O)c1ccccc1	-0.5	3	0	-4	0.3	93	-8	7	0
Clc1ccc(-c2noc(CN3CCOCC3)n2)cc1	1.7	-5	-2	-3	0.1	96	2	7	-9

Next section.
SMILES	V1R ag counter	GalR3 antag	M18AAP inhibitor	GPR7 antag	OXTR agonist	MEKK2 WT-MEK5	MEKK2mut PB1 HTS	NALP1 inh	OXTR potentiate
COc1ccc2c(c1)cc1n2CCN=C1N	-0.1	-5	-3	-16	-0.4	95	-7	16	0
CC(C)(C)c1ccc(C(CC(=O)O)NC(=O)CSc2ccccc2)cc1 (stereo not drawn)	0.4	-5	-1	13	0.2	102	-3	-11	-1
CC(=O)N1CCc2cc(S(=O)(=O)NC(Cc3ccccc3)C(=O)NCCN3CCCCC3C)ccc21 (stereo not drawn)	0.8	-1	-3	-12	-0.2	102	0	1	-8
Cc1c(CN2CCC(C)CC2)c(=O)n(-c2ccccc2)n1C	0.4	-7	0	-15	-0.2	104	4	-15	-4
Cc1nc(=O)c(-c2ccccc2)c(C)n1-c1ccccc1	-0.8	-3	-6	-10	0.6	106	1	-3	-7
CC1Cc2nc(SCC(=O)NCCc3ccccc3)n(C)c(=O)c2S1 (stereo not drawn)	0.2	0	1	-8	-0.3	108	10	-5	1
CN(C)S(=O)(=O)c1cccc(NC(=O)CSc2nncn2C)c1	0.7	0	-5	0	0.6	87	-12	26	3
O=C(O)c1ccccc1SCC(=O)N1CCCCC1	0.4	-3	-9	-1	0.6	101	5	16	-4
COc1ccc(N2CCN(C(=O)c3ccc4c(=O)n(CCc5ccc(OC)c(OC)c5)c(=O)[nH]c4c3)CC2)cc1	0.9	-4	2	-15	-0.1	99	3	2	3
CC[C@H]1CN2CCc3cc(OC)c(OC)cc3[C@@H]2C[C@@H]1C[C@H]1NCCc2cc(OC)c(OC)cc21	0.5	.	1	-23	-0.2	101	4	20	-8

Whole records from above.
Nc1cc(N)nc(SCC(=O)NNC(=O)Cc2ccccc2)n1 is entered as V1R ag counter = 0.3; GalR3 antag = 0; M18AAP inhibitor = 4; GPR7 antag = -4; OXTR agonist = 0.7; MEKK2 WT-MEK5 = 94; MEKK2mut PB1 HTS = -2; NALP1 inh = -10; OXTR potentiate = 2
CCN(Cc1ccccc1)C(=S)Nc1cc(C(=O)OC)ccc1C(=O)OC is entered as V1R ag counter = 1.3; GalR3 antag = -3; M18AAP inhibitor = 0; GPR7 antag = -9; OXTR agonist = -2.1; MEKK2 WT-MEK5 = 97; MEKK2mut PB1 HTS = 0; NALP1 inh = 14; OXTR potentiate = -3
